# bCat nuc transl – modulators of beta-catenin nuclear translocation; HeLa beta-catenin nuclear translocation, immunofluorescence imaging; nuclear translocation activity, % at 5 µM; 190,000 compounds, 0.3% hits;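 active = nuclear translocation activity above 50% at 5 µM, with a well cell count of 50 or more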;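 note: per-cell ratio of nuclear to cytoplasmic median beta-catenin stain intensity; plate controls were DMSO negative control for no effect and GSK-3 inhibitor IX positive control for full effect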
#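 assay system = human HeLa cells, endogenous beta-catenin | times = compound treatment 24 h, 37°C, 5% CO2 | detection = Anti-beta-catenin immunofluorescence on PFA-fixed, Triton-permeabilized cells, DAPI nuclei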
# Yfh1-off respiration – mitochondrial function rescue without frataxin homolog – Friedreich's ataxia, plus single-dose screen, dose response (AID 1465); S. cerevisiae Yfh1-off respiration, WST-1 reduction, 72 h; higher fold induction means a stronger effect; one-dose fold induction at 50 µM; EC50 in µM for titrated hits; 220,000 compounds, 0.074% hits;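 active = fold induction of absorbance versus untreated yeast above a set limit, then at least 30% activation at any dose in follow-up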;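 note: activators that raise dye reduction in frataxin-depleted yeast; strong numbers were not always called active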
# Autophagy HCS – modulators of autophagy | MEF GFP-LC3 puncta imaging; test concentration mostly 10 µM | calls only at 10 µM (by protocol) | 190,000 compounds, 0.98% hits | AID 463193;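 active = percentage of spot-positive cells more than 3 SD above its plate mean, without a fluorescence outlier flag or 80% toxicity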;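 note: spot-positive cell cutoff set from DMSO-treated cells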
# Dynein transport – blocks dynein driven cargo transport along microtubules; 220,000 compounds, 0.47% hits; AID 1381; z-score, hits read low; 3617.4 mouse cells, GR-EGFP nuclear translocation imaging; test concentration mostly 20 µM; stimulated with dexamethasone, 1 µM; hits give low values;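 active = plate z-score of nuclear minus cytoplasmic receptor signal below a set negative limit, without overly bright fluorescence or cell loss, cut at about -3.5 in these data, passing the limit was not always enough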;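 note: z-score of nuclear minus cytoplasmic ring GR-EGFP intensity difference per well; some compounds called inactive have numbers as strong as hits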
#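 medium = tetracycline-free induction medium containing charcoal-stripped FBS | probe or stimulus = dexamethasone, 1.0 µM final | timing = 48 h induction, then 1 h compound, then 30 min agonist, 37 °C | detection = automated 10x imaging of fixed Hoechst-stained cells | read-out basis = nuclear versus cytoplasmic GR-EGFP signal, averaged per well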
# M1AAP inhibition – P. falciparum M1AAP inhibitors, biochemical, fluorogenic H-Leu-NHMec substrate, 1536-well (AID 1445); recombinant M1AAP, H-Leu-NHMec fluorogenic kinetic assay; higher % means a stronger effect; inhibition, % at 30 µM, or IC50 in µM where a hit was titrated; 220,000 compounds, 0.42% hits;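 active = primary inhibition above the hit cutoff, then over 50% inhibition at one or more dose response concentrations, cut at about 23% in these data, passing the limit was not always enough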;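 note: plate controls were DMSO full reaction for no effect and no enzyme background for full effect; strong numbers were not always called active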
# P. falciparum M17LAP – P. falciparum M17LAP inhibitors, primary screen, biochemical, fluorogenic H-Leu-NHMec substrate, 1536-well (AID 1619). inhibition, % at 30 µM, or IC50 in µM where a hit was titrated. recombinant M17LAP, H-Leu-NHMec fluorogenic kinetic assay; higher % means a stronger effect. 220,000 compounds, 0.38% hits;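 active = compound inhibiting the enzyme by more than half at any dose during confirmatory dose-response retesting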;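 note: plate controls were full reaction with DMSO carrier for no effect and no enzyme background for full effect; strong numbers were not always called active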
# MT stabilizer – stabilizes microtubules in HeLa cells. 200,000 compounds, 0.83% hits. % tubulin-high responders, % at 10 µM. HeLa tubulin immunostaining HCS, 24 h; share of cells brighter than vehicle mean+2SD. AID 2205;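 active = plate Z-score above 3 for both tubulin-high and condensed-nucleus cell shares, with cell loss under 80%, at 10 µM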;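 note: anti alpha tubulin signal scored within the nucleus-defined area of each cell; some results filed as inactive read as strong as hits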
# T cell modulator – modulates CD8 T cell binding to vesicles; 2C CD8+ T cell-vesicle binding, flow cytometry; hits give low values; calls only at 7 µM; 330,000 compounds, 0.068% hits;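 active = response, share of CD8 T cells binding vesicles, and their 90th percentile fluorescence all below set limits, cut at about 80% in these data, passing the limit was not always enough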
#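 Incubation: binding step 1.5 h, 37 °C, antibody labelling 20 min, ice; system: murine 2C transgenic CD8+ T lymphocytes; technique: cytometric PE anti-B7-1 and Alexa647 anti-CD8 signals after 1% paraformaldehyde fixation; also added: QL9-charged Drosophila Ld/ICAM-1/B7-1 vesicles; control set: naked versus QL9-loaded vesicles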
# WT yeast gro inh – growth inhibition of WT yeast, mitochondrial fusion screen | 190,000 compounds, 2.1% hits | inhibition, % at 10 µM | mitochondrial fusion phenotypic screen, WT strain; in the data active = inhibition above about 58%; tested in S. cerevisiae
# WT yeast gro inh mutant strain – further read-out of WT yeast gro inh, marked with its call; inhibition, %; mitochondrial fusion phenotypic screen, mutant strain inhibition
# Dynein transport cytoplasmic EGFP – further read-out of Dynein transport, marked with its call; z-score; measured here: cytoplasmic GR-EGFP intensity; hits give high values
# Dynein transport nuclear GR-EGFP – also measured in Dynein transport; calls as there; z-score; measured here: nuclear GR-EGFP intensity;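 lower value marks the stronger effect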
# Dynein transport cell count – recorded beside Dynein transport, whose call it bears; z-score; measured here: cell count per field
# bCat nuc transl cell count 5 µM – also measured in bCat nuc transl; calls as there; cell count; measured here: cell count, cytotoxicity flag
# T cell modulator vesicle-bound % – second read-out of T cell modulator, no call of its own (marks repeat the call); double positive events, %; measured here: CD8+ vesicle-bound cell fraction;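 binding gate set so that unloaded-vesicle control wells show 10% double positive cells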
# MT stabilizer Hoechst-high % – further read-out of MT stabilizer, marked with its call; % Hoechst-high responders; measured here: nuclear condensation Hoechst responders;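 share of cells brighter than vehicle mean plus two SD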
# MT stabilizer cytotoxicity % – second read-out of MT stabilizer, no call of its own (marks repeat the call); toxicity, %; measured here: cytotoxicity by cell density;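 0% = mean cell density of plate MIN control wells and 100% = no cells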
# Autophagy HCS cell loss 18 h – second read-out of Autophagy HCS, no call of its own (marks repeat the call); toxicity, %; measured here: cell loss, nuclei count;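 cell loss after 18 h compound exposure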
# * = called active by the depositor; i = inactive; nt = not tested or not shown; + = active, no number.
SMILES,bCat nuc transl,bCat nuc transl cell count 5 µM,Yfh1-off respiration,Autophagy HCS,Autophagy HCS cell loss 18 h,Dynein transport,Dynein transport cytoplasmic EGFP,Dynein transport nuclear GR-EGFP,Dynein transport cell count,M1AAP inhibition,P. falciparum M17LAP,MT stabilizer,MT stabilizer Hoechst-high %,MT stabilizer cytotoxicity %,T cell modulator,T cell modulator vesicle-bound %,WT yeast gro inh,WT yeast gro inh mutant strain
O=C(Nc1ccc(OC(F)(F)F)cc1)c1n[nH]c(Cn2cncn2)n1,-0.6,1375,i,i,19,-0.73,-0.22,-0.63,0.87,0%,12%,0.4,1.2,6.8,i,26,-11,-13
COc1cccc(-c2nnc(N)o2)c1,0.1,1281,i,nt,nt,0.73,-0.26,1.1,0.15,-9%,-11%,nt,nt,nt,i,36,nt,nt
COc1ccc(C(=O)N2CCn3c2nc2ccccc23)cc1,-0.5,1517,i,i,-11,0.24,-0.22,0.027,-0.13,2%,-2%,2.2,2.4,5.0,i,57,14,-5
CCN1CCN(C(=O)c2cc3sccc3n2CC(=O)c2ccccc2)CC1,-0.2,1186,i,i,-3,4.5,0.3,2.7,-2.5,14%,18%,3.2,1.7,0.2,i,12,3,2
Clc1ccc(-n2ncc3c(NCCN4CCOCC4)ncnc32)cc1,nt,nt,i,i,-4,0.38,-0.23,0.19,0.89,5%,1%,3.0,2.1,2.1,i,50,11,-38
O=C(CSc1ccc2ccccc2n1)Nc1ccc(N2CCOCC2)cc1,2.1,1082,i,i,0,0.68,-0.083,0.46,-0.83,9%,6%,1.8,2.1,11,i,43,-13,11
Cc1ccccc1NC(=O)c1ccccc1NC(=O)CCC(=O)O,-3.9,616,i,i,9,-0.67,-0.32,-0.71,0.94,1%,-9%,1.5,3.4,11,i,54,2,-19
COc1ccccc1NC(=O)CSc1nnc(Cn2nnc(-c3ccccc3)n2)n1-c1ccccc1,nt,nt,i,i,3,-1.1,-0.24,-0.43,0.36,-1%,4%,3.7,0.1,5.7,i,25,-3,7
CCc1ccc(CN2CCCC(CNS(=O)(=O)c3ccc(OC)cc3)C2)cc1 (stereo unspecified),-1.2,1077,i,+,6.7*,-0.33,-0.23,-0.68,0.72,3%,5%,1.6,1.8,4.1,i,27,4,7
Cc1ccc(C2=NC(C)(C)N=C2SCC(=O)Nc2ccc(Cl)cc2)cc1,nt,nt,i,i,-4,-1,-0.38,-0.71,1.2,3%,7%,1.2,1.5,5.0,i,34,57,38
O=C(CCc1nnc(CCc2ccccc2)o1)N1CCCC1c1nccs1 (stereo unspecified),-1.8,992,i,i,6,0.16,-0.29,0.1,0.65,-1%,-2%,4.3,2.5,4.7,i,28,-10,-8
CC(=O)c1ccc(N(C(=O)Cn2nnc3ccccc32)C(C(=O)NCc2ccccc2)c2ccccn2)cc1 (stereo unspecified),-0.2,919,i,i,2,-0.098,-0.12,0.15,0.9,1%,5%,2.8,2.8,3.3,i,30,-8,16
Cc1ccc(-c2csc3nc[nH]c(=S)c23)cc1C,1.1,914,i,i,20,-0.5,0.17,-0.42,0.29,7%,5%,6.4,6.3,4.4,i,54,58,67
Cc1ccc2c(c1)N(CC(=O)O)C(=O)CO2,-2.7,1003,i,i,-2,0.42,-0.11,0.51,-0.55,-2%,9%,4.5,3.7,11,i,8,-33,16
COc1cccc(-c2cc(C(F)(F)F)nc(-n3cncn3)n2)c1,-0.2,1343,i,i,-5,0.64,-0.015,0.23,0.11,-1%,6%,2.2,2.6,6.6,i,57,4,6
COC(=O)c1ccccc1NC(=O)Nc1ccc(C)cn1,-0.4,1404,i,i,-9,0.067,-0.32,0.71,-0.68,-4%,1%,1.5,1.5,5.5,i,22,12,13
O=C1C(c2ccnc3ccccc23)=C(O)c2ccccc21,-1.1,1124,i,+,10*,0.4,-0.24,0.2,-0.47,-2%,5%,4.1,2.2,3.2,i,25,12,10
O=C(Oc1cccc2c(=O)[nH]ccc12)c1ccccc1,0.5,1137,i,i,-6,0.19,0.013,0.51,-0.81,1%,1%,3.4,1.9,8.8,i,7,1,-27
COc1ccc(-c2nc(-c3ccccc3)c(-c3cccs3)[nH]2)cc1OC,-2.6,1209,i,i,4,0.22,-0.31,0.25,0.12,6%,-2%,2.3,1.4,9.7,i,29,44,43
COc1ccc(/C=C/C(=O)O)cc1S(=O)(=O)N1CCC(C)CC1,0.0,1349,i,nt,nt,-0.93,-0.22,-0.49,0.44,0%,8%,nt,nt,nt,i,7,nt,nt

# 9 entries from above, set out differently:
# Order of results: bCat nuc transl | bCat nuc transl cell count 5 µM | Yfh1-off respiration | Autophagy HCS | Autophagy HCS cell loss 18 h | Dynein transport | Dynein transport cytoplasmic EGFP | Dynein transport nuclear GR-EGFP | Dynein transport cell count | M1AAP inhibition | P. falciparum M17LAP | MT stabilizer | MT stabilizer Hoechst-high % | MT stabilizer cytotoxicity % | T cell modulator | T cell modulator vesicle-bound % | WT yeast gro inh | WT yeast gro inh mutant strain
> O=C(Nc1ccc(OC(F)(F)F)cc1)c1n[nH]c(Cn2cncn2)n1
 : -0.6 | 1375 | i | i | 19 | -0.73 | -0.22 | -0.63 | 0.87 | 0% | 12% | 0.4 | 1.2 | 6.8 | i | 26 | -11 | -13
> COc1cccc(-c2nnc(N)o2)c1
 : 0.1 | 1281 | i | nt | nt | 0.73 | -0.26 | 1.1 | 0.15 | -9% | -11% | nt | nt | nt | i | 36 | nt | nt
> COc1ccc(C(=O)N2CCn3c2nc2ccccc23)cc1
 : -0.5 | 1517 | i | i | -11 | 0.24 | -0.22 | 0.027 | -0.13 | 2% | -2% | 2.2 | 2.4 | 5.0 | i | 57 | 14 | -5
> CCN1CCN(C(=O)c2cc3sccc3n2CC(=O)c2ccccc2)CC1
 : -0.2 | 1186 | i | i | -3 | 4.5 | 0.3 | 2.7 | -2.5 | 14% | 18% | 3.2 | 1.7 | 0.2 | i | 12 | 3 | 2
> Clc1ccc(-n2ncc3c(NCCN4CCOCC4)ncnc32)cc1
 : nt | nt | i | i | -4 | 0.38 | -0.23 | 0.19 | 0.89 | 5% | 1% | 3.0 | 2.1 | 2.1 | i | 50 | 11 | -38
> O=C(CSc1ccc2ccccc2n1)Nc1ccc(N2CCOCC2)cc1
 : 2.1 | 1082 | i | i | 0 | 0.68 | -0.083 | 0.46 | -0.83 | 9% | 6% | 1.8 | 2.1 | 11 | i | 43 | -13 | 11
> Cc1ccccc1NC(=O)c1ccccc1NC(=O)CCC(=O)O
 : -3.9 | 616 | i | i | 9 | -0.67 | -0.32 | -0.71 | 0.94 | 1% | -9% | 1.5 | 3.4 | 11 | i | 54 | 2 | -19
> COc1ccccc1NC(=O)CSc1nnc(Cn2nnc(-c3ccccc3)n2)n1-c1ccccc1
 : nt | nt | i | i | 3 | -1.1 | -0.24 | -0.43 | 0.36 | -1% | 4% | 3.7 | 0.1 | 5.7 | i | 25 | -3 | 7
> CCc1ccc(CN2CCCC(CNS(=O)(=O)c3ccc(OC)cc3)C2)cc1 (stereo unspecified)
 : -1.2 | 1077 | i | + | 6.7* | -0.33 | -0.23 | -0.68 | 0.72 | 3% | 5% | 1.6 | 1.8 | 4.1 | i | 27 | 4 | 7

# Further results follow.
SMILES,bCat nuc transl,bCat nuc transl cell count 5 µM,Yfh1-off respiration,Autophagy HCS,Autophagy HCS cell loss 18 h,Dynein transport,Dynein transport cytoplasmic EGFP,Dynein transport nuclear GR-EGFP,Dynein transport cell count,M1AAP inhibition,P. falciparum M17LAP,MT stabilizer,MT stabilizer Hoechst-high %,MT stabilizer cytotoxicity %,T cell modulator,T cell modulator vesicle-bound %,WT yeast gro inh,WT yeast gro inh mutant strain
COc1ccc(CCN2C(=O)C(O)=C(C(C)=O)C2c2ccccc2OC)cc1OC (stereo unspecified),0.6,1187,i,i,2,-0.67,0.19,-0.42,0.68,4%,28%,1.5,1.5,13,i,22,0,9
O=C1N/C(=C\c2nc3ccccc3s2)c2ccccc21,-4.4,1241,i,nt,nt,0.039,-0.17,-0.23,0.65,6%,2%,nt,nt,nt,i,48,nt,nt
CCOC(=O)c1c(C)[nH]c(C(=O)CSc2ccccc2)c1C,-1.0,1182,i,i,-6,-0.38,-0.16,0.023,0.84,-1%,1%,3.1,2.7,2.3,i,14,-5,4
O=C(c1cc2cc(Br)cc(Br)c2oc1=O)N1CCCC1,1.0,1105,i,i,0,-0.26,-0.21,0.16,-0.61,2%,7%,3.8,2.0,5.5,i,43,-21,-12
O=C(/C=C/c1c(Cl)nc2ccccn12)N1CCN(c2ccc(F)cc2)CC1,-3.7,1125,i,i,-3,0.14,1.4,0.56,-0.14,4%,-1%,6.8,4.4,3.6,i,42,28,24
CCC(C)(C)n1nnnc1C(c1ccc(C)cc1)N1CCSCC1 (stereo unspecified),0.8,1444,i,i,14,0.64,-0.24,0.45,-0.049,15%,7%,2.4,2.2,8.9,i,62,-13,-12
Clc1ccc(C2C3=C(Nc4ncnn42)c2ccccc2CC3)cc1 (stereo unspecified),nt,nt,i,i,-4,-1.1,-0.13,-0.56,0.16,7%,3%,1.6,1.5,5.3,i,18,-1,1
CC(=O)Nc1ccc(NC(=O)C2CCCN2/C=C/C(=O)C(F)(F)F)cc1 (stereo unspecified),0.5,1180,i,i,-12,0.058,-0.39,-0.021,0.49,10%,13%,1.6,4.0,5.6,i,55,-31,8

# Screening data as filed in PubChem BioAssay.
